FLuc inh – Photinus pyralis luciferase inhibition; purified P. pyralis luciferase, luminescence, biochemical; Potency, µM (titrated, usually from 115 µM), for inactives: at the top dose activity change, negative = inhibition, hits mostly inhibitors; 76,000 tested, 2.5% active; AID 1347043; also: potency is read from the fitted curve at half-maximal effect; nearly all actives have a fitted effect of over 65% in size
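Luminescence read by CCD imager after adding enzyme (10nM final) to wells holding compound, titrated in qHTS. Substrates 10uM each D-luciferin and ATP; buffer 50mM Tris acetate pH 7.5, 10mM Mg acetate, Tween-20, BSA.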
3T3 cytotox – kills NIH 3T3 cells; NIH 3T3 viability, CellTiter-Glo ATP luminescence, 48-72 h; Potency, µM (titrated, usually from 96.7 µM), inactives show at the top dose activity change, negative = cytotoxicity, hits mostly inhibitors; 94,000 tested, 4.3% active; also: potency is read from the fitted curve at half-maximal effect; nearly all actives have a fitted effect of over 55% in size
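Mouse fibroblast NIH 3T3 cells, 400 per well, received compound via pintool and were incubated for 48 or 72 hr prior to CellTiter-Glo ATP luminescence measurement.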
SNCA expr inh – inhibitors of alpha-synuclein (SNCA) gene expression. 140,000 tested, 0.17% active. AID 1671194. HEK-293 SNCA-luciferase knock-in, luminescence, 24 h. Potency, µM (top dose mostly 57.2 µM), inactives show at the highest dose activity change, negative = inhibition, usual class: inhibitors;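 also: potency is read from the fitted curve at half-maximal effect; plate controls were DMSO cells for no effect and cell-free wells for full effect; nearly all actives have a fitted effect of over 45% in size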
IP6K1 inh – IP6K1 kinase inhibition; Q92551; IP6K1 kinase, ADP-Glo luminescence, 2 h; stronger effect = lower value; activity change, % (series mostly up to about 58 µM); 140,000 tested, 0.81% active; AID 1645851; in the data active = activity change below about -25%
Target sequence (Q92551 whole entry, looked up): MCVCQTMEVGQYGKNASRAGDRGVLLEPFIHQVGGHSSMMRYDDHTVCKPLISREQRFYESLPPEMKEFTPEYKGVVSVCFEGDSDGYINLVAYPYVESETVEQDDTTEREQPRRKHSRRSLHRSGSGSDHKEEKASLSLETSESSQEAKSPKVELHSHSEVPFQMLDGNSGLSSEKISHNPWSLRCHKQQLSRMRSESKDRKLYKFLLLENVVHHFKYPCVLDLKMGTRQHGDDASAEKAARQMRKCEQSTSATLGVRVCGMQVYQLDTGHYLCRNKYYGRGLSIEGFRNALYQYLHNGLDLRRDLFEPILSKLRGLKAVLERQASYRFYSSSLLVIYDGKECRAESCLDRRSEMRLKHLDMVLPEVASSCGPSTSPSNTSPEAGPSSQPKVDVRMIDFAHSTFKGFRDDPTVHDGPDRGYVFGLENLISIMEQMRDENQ
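ADP-Glo luminescence measures ADP made by human IP6K1 during a 2 h RT reaction with ATP/IP6 (mix at 1.3 mM/130 uM); top library doses 57.5 and 19.1 uM final.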
HEK cytotox – kills HEK 293 cells. HEK 293 viability, ATP luminescence (CellTiter-Glo), 48-72 h. Potency, µM (doses to about 115 µM), inactives show at the top dose activity change, negative = cytotoxicity, most hits filed as inhibitors. 94,000 tested, 6.6% active. AID 1345083; also: potency is read from the fitted curve at half-maximal effect; nearly all actives have a fitted effect of over 60% in size
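HEK 293 cells at 250 cells/well were exposed to compounds by pintool transfer for 48 or 72 hr at 37 degree Celsius, 5% CO2. Viability was read as ATP-coupled luminescence with CellTiter-Glo after 10 min at room temperature.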
HEK293 viab – reduces viability of HEK-293 SNCA reporter cells. 150,000 tested, 0.12% active. Potency, µM (series often up to 57.1 µM), for the others: at the top dose activity change, negative = cytotoxicity, most hits filed as cytotoxic. HEK-293-SNCA-luc viability, GF-AFC fluorescence, 24 h;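 also: potency is read from the fitted curve at half-maximal effect; 0% = DMSO-treated cells and -100% = medium-only wells without cells; nearly all actives have a fitted effect of over 30% in size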
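HEK-293-SNCA-luc cells (1500/well) plated 24 h, then exposed 24 h to a dilution series; GF-AFC added 30 min at 37C, fluorescence 405/540 nm; normalised to medium-only and DMSO wells, Hill fit.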
GPT2 inh – blocks human glutamate pyruvate transaminase 2; Recombinant GPT2, coupled pyruvate oxidase/HRP Amplex Red fluorescence; Potency, µM (doses to about 57.7 µM), for inactives: top-dose activity change, negative = inhibition, usual class: inhibitors; 100,000 tested, 0.25% active; AID 1671188; also: potency is read from the fitted curve at half-maximal effect; nearly all actives have a fitted effect of over 60% in size; many of its hits are not listed in these tables
Target sequence (Q8TD30 whole entry, looked up): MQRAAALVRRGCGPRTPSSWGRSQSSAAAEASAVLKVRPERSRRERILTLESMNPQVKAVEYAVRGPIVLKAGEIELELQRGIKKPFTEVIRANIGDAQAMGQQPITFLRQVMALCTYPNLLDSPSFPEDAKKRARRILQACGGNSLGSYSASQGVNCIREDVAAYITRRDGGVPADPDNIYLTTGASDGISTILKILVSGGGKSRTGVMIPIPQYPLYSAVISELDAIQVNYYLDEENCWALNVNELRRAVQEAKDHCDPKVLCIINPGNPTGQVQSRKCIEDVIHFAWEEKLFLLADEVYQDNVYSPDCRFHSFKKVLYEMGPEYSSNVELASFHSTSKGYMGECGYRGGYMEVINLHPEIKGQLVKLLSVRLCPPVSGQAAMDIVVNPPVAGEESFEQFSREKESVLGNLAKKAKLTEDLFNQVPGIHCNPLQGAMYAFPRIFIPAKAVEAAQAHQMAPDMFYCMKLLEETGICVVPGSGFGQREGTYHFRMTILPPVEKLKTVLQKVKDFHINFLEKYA
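GPT2 10ng/uL, a-KG 250uM, L-Ala 2mM, HEPES pH7.5 + 0.0001% Tween; 30 min RT. Then Amplex mix (PO/HRP/ThPP), 30 min RT dark, fluorescence. AOA 50uM used as positive control.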
Active calls of the source: *; i = inactive; ? = inconclusive; . = no result given; & = joins results of further samples; [ ] = remark or other dose. Unless noted, calls follow the shape of the dose curve; as a rule, active = well fitted curve in the direction sought with a large enough effect; inconclusive = small, poorly fitted or top-dose-only effect, or another doubt; inactive = no such curve, though single readings can be large; an effect the other way counts as inactive or inconclusive. Unless noted, % is scaled to controls: 0 for no effect and ±100 for the full control effect.

The line under a structure holds: FLuc inh | 3T3 cytotox | SNCA expr inh | IP6K1 inh | HEK cytotox | HEK293 viab | GPT2 inh
1	Cc1ccc(C(=O)N2CC(N3C(=O)c4c(c(C)nn4-c4ccccc4)C3C)C2)cc1 (stereo not given)
  . | -28.0% | . | 6.0 | -18.7% | . | .
2	O=C(c1ccc(C(F)(F)F)cc1)N1CCCC2(C1)C(=NC1CCCC1)NC(=O)N2c1cccnc1 (stereo not given)
  . | 0.6% | 19.2% | -10.9 | i | 10.4% | i
3	COc1ccc(C2Cn3nnc(-c4noc(-c5sccc5C)n4)c3CO2)cc1 (stereo not given)
  -12.2% | 0.9% | -0.4% | 9.0 | -7.9% | 7.7% | i
4	Cc1ccc(C(=O)Nc2cccc(O)c2)cc1S(=O)(=O)N1CCCCCC1
  . | . | ? | -3.3 | . | 21.5% | .
5	COc1ccccc1-c1ccc(CN2CCC(NC(=O)N(C)C)C2)cc1 (stereo not given)
  . | -20.2% | . | 6.9 | ? | . | .
6	COCCN[C@H]1[C@@H]2OC[C@@H](O2)[C@@H](NCc2ccc3c(c2)OCO3)[C@@H]1O
  -4.7%[172 µM] | -4.7%[138 µM] | 7.4%[87.6 µM] | 6.0 | -0.9%[172 µM] | 8.7%[87.6 µM] | i
7	CC(=O)c1ccc(C(=O)N(CCCN(C)C)c2nc3c(C)c(C)ccc3s2)cc1
  . | . | ? | 22.7 | . | 15.3% | .
8	O=C(CCCn1c(=O)c2cccn2c2ccccc21)NCCc1ccc(Cl)cc1
  . | . | -18.1% | 9.8 | . | -19.0% | .
9	O=C(Nc1ccccc1)N[C@H]1CO[C@H]2[C@@H]1OC[C@H]2OC(=O)Nc1ccccc1
  44.7µM* | -32.2%[174 µM] | 66.5%[activator][87.6 µM] | -13.1 | ? | 0.9%[87.6 µM] | -3.5%[88.5 µM]
10	O=C(c1ccc(C(F)(F)F)cc1)N1CCC2(C1)C(=NC1CCCCC1)NC(=O)N2c1cc(F)cc(F)c1 (stereo not given)
  . | 25.1µM* | -11.7% | 2.0 | -4.6% | 5.2% | i
11	CCn1cc(S(=O)(=O)N2C[C@@H](Oc3ccccc3)C[C@H]2C(=O)N2CCOCC2)cn1
  -11.4% | -9.2% | 0.2% | 2.4 | 2.4% | 2.4% | ?
12	CCCn1cnnc1CNC(=O)CC1C(=O)NCCN1Cc1ccoc1 (stereo not given)
  10.5% | i | 2.3% | 1.2 | -0.8% | 16.1% | 2.0%
13	CCCOc1cccc(C2c3c(oc4ccc(F)cc4c3=O)C(=O)N2c2nc(C)c(C(C)=O)s2)c1 (stereo not given)
  . | . | 10.3% | 3.5 | . | -3.0% | .
14	CCO[C@H]1CN(C(=O)c2cc(-c3ccc(OC)cc3)n[nH]2)C[C@@H]1O
  -22.5% | -27.4% | 36.6%[activator] | 0.9 | -13.2% | -1.6% | 2.7%
15	CC(=O)c1cc(CN2CCC(c3[nH]ncc3-c3ccccc3C)CC2)n(C)c1
  17.7% | ? | 4.0% | 5.0 | ? | -11.8% | i
16	O=C(c1ccoc1)N1CCC(Oc2ccccc2-c2nc(-c3ccccc3)no2)C1 (stereo not given)
  . | ? | ? | -9.0 | ? | -7.9% | -1.9%
17	CCOCCCNC(=O)Cn1ncc2c([nH]c3ccc(C)cc32)c1=O
  . | . | -8.4% | 2.0 | . | 9.2% | .
18	O=C(CSc1oc(-c2ccc(F)cc2)nc1S(=O)(=O)c1ccc(Br)cc1)NC1CCCCC1
  . | . | 9.4% | -6.1 | . | 6.6% | .
19	Cn1c(=O)n(C/C=C/c2ccccc2)c(=O)c2c1nc1n2CCN1c1ccccc1
  . | . | -4.1% | 20.7 | . | 4.6% | .
20	COc1ccc(NC(=O)CSc2nc3c(oc4ccccc43)c(=O)n2-c2ccc(C)c(C)c2)cc1
  . | . | -3.8% | 15.3 | . | 1.1% | .
21	Cc1ccc(-c2nc3c(c(SCc4ccc(Br)cc4)n2)Cc2c(CO)cnc(C)c2O3)cc1
  . | . | -15.8% | -7.6 | . | 15.4% | .
22	CCOC(=O)c1ccc(NC(=O)Cc2coc3cc(C)cc(C)c23)cc1
  . | . | -15.4% | -10.5 | . | -15.8% | .
23	O=C(c1ccco1)N1CC(c2nnc(-c3ccncc3)o2)C2(CCOCC2)C1 (stereo not given)
  4.9% | i | 14.6% | -3.6 | i | -0.7% | i
24	COc1ccc(-c2noc([C@@H](C)NC(=O)c3ccc4c(c3)OCO4)c2C(=O)O)cc1
  -11.0%[172 µM] | 3.8%[174 µM] | -33.1%[87.6 µM] | -1.3 | 1.5%[172 µM] | 3.7%[87.6 µM] | -4.9%[88.5 µM]
25	C/C=C/C=C/C=C/C(=O)O[C@@H]1C=C(CO)C(O)(C(=O)OC)[C@@]2(C)CCCC(C)(C)C12 (stereo not given in full)
  . | . | . | 2.8 | . | 2.5%[23.9 µM] | -3.9%[27.3 µM]
26	O=C1NC(=NC2CCCC2)C2(CCN(Cc3ccsc3)C2)N1c1cc(F)cc(F)c1 (stereo not given)
  . | ? | -12.7% | 2.9 | ? | -6.5% | -7.4%
27	CCc1ccc(NCc2cc3cc4c(cc3n(CC(=O)Nc3ccc(Cl)cc3)c2=O)OCO4)cc1
  . | . | 52.7%[activator] | 4.7 | . | 1.0% | .
28	CCOc1ccccc1C(=O)N1CCC(N2C(=O)CCC2C(=O)NC(C)C)CC1 (stereo not given)
  0.4% | i | -23.1% | 1.0 | i | 1.5% | i
29	CC1(NC(=O)C2CC2)CN(c2ccc(OC(F)(F)F)cc2)C1
  -6.7%[172 µM] | -25.1%[138 µM] | -10.6%[87.6 µM] | -4.9 | ? | -1.3%[87.6 µM] | 1.5%[88.5 µM]
30	O=C1CCC2(CCN(Cc3ccc4[nH]ccc4c3)CC2)CN1CCc1ccccc1
  0.5% | ? | 7.4% | -4.8 | ? | -10.0% | -19.8%

In a second layout: entries from further up
12	CCCn1cnnc1CNC(=O)CC1C(=O)NCCN1Cc1ccoc1 (stereo not given)
13	CCCOc1cccc(C2c3c(oc4ccc(F)cc4c3=O)C(=O)N2c2nc(C)c(C(C)=O)s2)c1 (stereo not given)
14	CCO[C@H]1CN(C(=O)c2cc(-c3ccc(OC)cc3)n[nH]2)C[C@@H]1O

| Screen / compound no. | 12 | 13 | 14 |
| --- | --- | --- | --- |
| FLuc inh | 10.5% | . | -22.5% |
| 3T3 cytotox | i | . | -27.4% |
| SNCA expr inh | 2.3% | 10.3% | 36.6%[activator] |
| IP6K1 inh | 1.2 | 3.5 | 0.9 |
| HEK cytotox | -0.8% | . | -13.2% |
| HEK293 viab | 16.1% | -3.0% | -1.6% |
| GPT2 inh | 2.0% | . | 2.7% |

The list goes on:
The line under a structure holds: FLuc inh | 3T3 cytotox | SNCA expr inh | IP6K1 inh | HEK cytotox | HEK293 viab | GPT2 inh
31	COc1ncccc1-c1cc(-c2ccccc2)nc2c(C)noc12
  8.5%[172 µM] | ? | 1.0%[87.6 µM] | 3.8 | ? | 8.2%[87.6 µM] | -7.7%[88.5 µM]
32	Cc1ccccc1-c1nc(-c2c(C)noc2C)cc2cc(CO)oc12
  -4.2%[172 µM] | ? | 16.8%[87.6 µM] | 14.0 | -18.3%[172 µM] | 1.8%[87.6 µM] | 0.9%[88.5 µM]
33	CCOCc1nc(C2CCCN(C(=O)C3CCCCC3)C2)no1 (stereo not given)
  0.2% | -12.0% | -11.6% | 42.0 | -29.9% | -5.5%[12.5 µM] | i
34	CC(C)Cc1cc(C(=O)N2CCC(n3cc(-c4ccccn4)nn3)CC2)on1
  ? | ? | -10.5% | 0.0 | ? | -6.9% | -0.4%
35	CN(C)C(=O)NC1CCN(c2nc3ncccc3o2)CC1
  -7.3%[172 µM] | -13.3%[138 µM] | 11.0%[87.6 µM] | -8.6 | -1.4%[172 µM] | 11.2%[87.6 µM] | i
36	COc1ccc(-c2ccc(NS(=O)(=O)c3ccc(OC)c(OC)c3)cc2)nn1
  . | . | -7.8% | -14.8 | . | 3.5% | .
37	Cc1oc2c(c(C)cc3oc(=O)c(CC(=O)NCc4ccccc4)c(C)c32)c1C
  . | . | 13.3% | -10.7 | . | 1.2% | .
38	COc1ccc(NC(=O)c2cccn2-c2nnc(N3CCCCC3)s2)cc1
  . | . | 99.4%[activator] | 18.7 | . | -26.2% | .
39	Cc1ccc(N2CC(c3noc(-c4ccc5ccccc5n4)n3)CC2=O)cc1 (stereo not given)
  -2.2% | 2.2% | 18.6% | 19.7 | 0.1% | -7.9% | i
40	O=C(NCCc1ccc(F)cc1)C1CCCN1c1nc2ncccc2o1 (stereo not given)
  1.4% | -21.4% | -15.7% | -6.5 | -25.5% | -17.5% | i
41	CCN(CC)CCSc1c(C(C)C)cnc2c1c(=O)n(C)c(=O)n2C
  . | . | -2.1% | -10.6 | . | 3.0% | .
42	Cc1ccc(C(=O)N2CCC3(CC2)CC(N(Cc2ccccc2)C2CC2)CCO3)cc1F (stereo not given)
  -3.8% | ? | -23.5% | 19.0 | 44.7µM* | 0.9% | i
43	Cc1nn(-c2ccccc2)c2c1C(C1CC1)N(C1CCCN(C(=O)C3CC3)C1)C2=O (stereo not given)
  . | -17.1% | . | 18.4 | i | . | .
44	O=C(CC(c1cccs1)N1Cc2ccccc2C1=O)Nc1ccccc1F (stereo not given)
  . | . | -3.8% | -4.6 | . | -3.0% | .
45	COc1ccc(/C=C/CN2CCN(Cc3ccccc3)CC(O)C2)cc1 (stereo not given)
  -0.1% | -23.9% | 29.3% | 10.2 | ? | 1.2% | 2.9%
46	O=C(Cc1ccccn1)NC1CCN(Cc2cccc(-c3cccs3)c2)CC1
  . | ? | 10.4%&20.4% | -6.3&-12.5 | ? | ? | ?
47	CCNC(=O)N(C1CC1)C1CCOC2(CCN(C(=O)Cc3ccccc3F)CC2)C1 (stereo not given)
  9.2% | 3.6% | 0.7% | -5.7 | i | 0.2% | i
48	Cc1cnc(C2CCN(C(=O)Nc3ccccc3F)C2)n1C(C)C (stereo not given)
  ? | -13.2% | 19.5% | 13.9 | i | 8.2% | i
49	CCOc1ccccc1NC(=O)N1CC[C@@H](c2ccc3c(c2)OCO3)[C@H](O)C1
  -0.1% | -4.3% | -0.5% | -9.9 | -7.6% | 4.7% | 0.6%[11.5 µM]
50	Cc1cc(C)n(-c2nc3cc(Cl)c(Cl)cc3nc2Nc2ccc(F)cc2C)n1
  . | . | -13.2% | -9.0 | . | 2.1% | .
51	CN1C(=O)CCC2(CNC(=O)C3CCCC3)CCC=C12 (stereo not given)
  6.3% | -19.8% | 0.1% | 19.4 | -13.9% | -4.0% | i
52	COc1ccc(Cl)cc1NC(=O)N1CCC(OC2CCN(S(C)(=O)=O)CC2)CC1
  -3.0% | -11.5% | -8.8% | -1.0 | -7.3% | 2.7% | i
53	Cc1ccc(C(=O)Nc2cccc(C(=O)O)c2)cc1S(=O)(=O)N1CCCC1
  . | . | -59.5% | -0.1 | . | 10.5% | .
54	O=C(CC1CCN(C(=O)c2cccc(F)c2)C1)NCc1ccccc1 (stereo not given)
  1.5% | -23.5% | 44.8%[activator] | -20.9 | -1.8% | -15.4%[12.5 µM] | i

This is a subset. The share of hits here may be higher or lower than overall.
